Compound activity as filed in PubChem BioAssay.
14-3-3 Bad PPI – disrupts binding of bovine 14-3-3 zeta to phospho-Bad peptide; P63103; TR-FRET 14-3-3zeta/Dy647-pBad peptide displacement, 1 h; inhibition, % at 21.7 µM; hit rate 0.71% among 220,000; AID 781;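 active = inhibition above about 70%, limit read from the data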;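 also: 0% = full 14-3-3 plus peptide FRET controls and 100% = background without 14-3-3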
hK5 inh – blocks human kallikrein 5 protease activity | Q9Y337 | recombinant hK5, fluorogenic AMC substrate cleavage | inhibition, % at 5 µM | hit rate 0.59% among 210,000;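 active = inhibition of 40% or more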;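 also: 0% = enzyme controls without compound and 100% = no-enzyme blanks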
Target sequence (Q9Y337 67-293 limits assumed): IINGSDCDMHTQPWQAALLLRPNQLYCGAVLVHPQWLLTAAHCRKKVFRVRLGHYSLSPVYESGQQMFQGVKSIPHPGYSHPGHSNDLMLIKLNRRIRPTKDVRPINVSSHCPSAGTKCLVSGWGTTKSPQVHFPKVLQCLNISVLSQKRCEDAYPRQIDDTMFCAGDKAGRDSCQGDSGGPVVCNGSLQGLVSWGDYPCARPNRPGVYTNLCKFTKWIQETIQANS
FXIIa inh – inhibitors of human coagulation factor XIIa; inhibition, % at 5 µM; purified FXIIa, Boc-QGR-AMC fluorogenic substrate, 2 h; hit rate 0.3% among 220,000; in the data active = inhibition above about 40%;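 also: 0% = enzyme with no compound and 100% = blank without enzyme; many of its hits are not listed in these tables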
eIF4E 4G PPI – blocks eIF4E binding to eIF4G | P63073+Q04637 | TR-FRET eIF4E-eIF4GI(517-606) binding, 2 h | inhibition, % at 21.7 µM | hit rate 0.37% among 220,000;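 active = inhibition above about 30%, limit read from the data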;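 also: 0% = full FRET control wells and 100% = background wells lacking eIF4GI fragment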
FXIa inh – inhibitors of human coagulation factor XIa; P03951; purified FXIa, Boc-Glu-Ala-Arg-AMC fluorogenic substrate; inhibition, % at 5 µM; hit rate 0.14% among 220,000; AID 798;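 active = inhibition of at least 40%; inactive = inhibition below 40%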;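 also: fluorescence of freed AMC excited at 355 nm; 0% = enzyme without compound and 100% = no enzyme blank; many of its hits are not listed in these tables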
p97 inhibitor – human p97 ATPase inhibition; P55072; recombinant p97 ATPase, Kinase-Glo ATP luminescence, 3 h; inhibition, % at 8 µM; hit rate 0.42% among 220,000; in the data active = inhibition above about 15%;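 also: 0% = DMSO vehicle and 100% = wells lacking enzyme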
Target sequence (P55072 whole entry, looked up): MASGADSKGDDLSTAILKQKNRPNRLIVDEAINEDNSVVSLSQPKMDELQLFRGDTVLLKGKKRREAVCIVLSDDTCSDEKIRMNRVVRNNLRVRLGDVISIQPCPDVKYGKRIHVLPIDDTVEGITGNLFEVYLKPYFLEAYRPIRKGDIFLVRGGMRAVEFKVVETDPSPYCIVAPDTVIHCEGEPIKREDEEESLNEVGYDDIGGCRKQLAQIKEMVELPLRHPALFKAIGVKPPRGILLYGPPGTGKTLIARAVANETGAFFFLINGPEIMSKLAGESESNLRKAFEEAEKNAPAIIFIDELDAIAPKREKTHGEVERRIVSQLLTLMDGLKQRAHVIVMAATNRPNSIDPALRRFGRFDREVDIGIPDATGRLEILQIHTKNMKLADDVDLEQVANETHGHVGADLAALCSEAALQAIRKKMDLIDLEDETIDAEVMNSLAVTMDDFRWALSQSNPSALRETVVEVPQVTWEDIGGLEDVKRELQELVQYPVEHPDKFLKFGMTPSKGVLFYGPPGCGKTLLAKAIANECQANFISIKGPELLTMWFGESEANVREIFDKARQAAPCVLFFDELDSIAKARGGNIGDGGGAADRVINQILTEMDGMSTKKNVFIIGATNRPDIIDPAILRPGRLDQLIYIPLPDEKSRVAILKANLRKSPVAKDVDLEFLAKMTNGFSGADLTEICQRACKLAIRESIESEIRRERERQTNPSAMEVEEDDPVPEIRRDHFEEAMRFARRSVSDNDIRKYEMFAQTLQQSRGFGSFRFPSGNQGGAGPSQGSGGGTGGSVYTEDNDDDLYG
Wee1 stabilizer – human Wee1 degradation inhibition, primary screen | hit rate 1.2% among 220,000 | HeLa Luc-Wee1K328M stability, luciferase luminescence; 100% = proteasome inhibitor MG132 effect | reporter increase, % at 5 µM | P30291;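 active = activation above the mean of all tested compounds plus 3 SD, set per screening run, cut at about 8.8% in these data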;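 also: cells exposed to compound for 20 h before luminescence read; 0% = DMSO alone and 100% = MG132 at 30 µM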
Rad51 HR inh – blocks human Rad51 in homologous recombination; inhibition, % at 10 µM; hit rate 0.085% among 200,000; Q06609; AID 1385; hRad51 DNA strand exchange, fluorescence dequenching;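 active = inhibition above 40% at the single screening dose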;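 also: 0% = DMSO control wells and 100% = blanks with heterologous ssDNA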
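Test system – preformed human Rad51 ssDNA filaments · Reagent – Donor/quencher-labelled 47-bp dsDNA substrate · Incubation – 37 °C 15-min filament assembly, 30-min compound preincubation, 15-min exchange · Signal – FRET fluorescence dequenching, excitation 485 nm, emission 520 nm · Read-out – percent inhibition from fluorescence, normalised to plate control and blank means · Benchmarks – plate control and blank wells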
Mdm2 ligase inh – blocks human Mdm2 ubiquitin ligase activity; Q00987; signal enhancement, % at 5 µM; cell-based MDM2 ubiquitination luciferase reporter, 2 h; 0 = plate control, 100 = twice control, blank-subtracted; hit rate 0.11% among 210,000; AID 1230;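 active = signal enhancement of 30% or more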;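 also: luminescence tracks abundance of the self-degrading MDM2-luciferase fusion protein; higher signal means inhibition of MDM2 E3 ligase activity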
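Material: stable MDM2–luciferase fusion reporter cells / Quantity: 2000 cells/well / Dosing: single 5 µM compound dose, 0.2% final DMSO / Buffer or medium: DMEM / Schedule: 4 h cell settling then 2 h compound exposure, 37 °C / Detection: luminescence with SteadyLite reagent, 15 min at room temperature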
Active calls of the source: *; i = inactive; . = no result given; [ ] = remark or other dose.

Structure,14-3-3 Bad PPI,hK5 inh,FXIa inh,Rad51 HR inh,Mdm2 ligase inh,p97 inhibitor,FXIIa inh,eIF4E 4G PPI,Wee1 stabilizer
O=C(Nc1ccc(N2CCOCC2)c(S(=O)(=O)Nc2ccc(Cl)cc2)c1)c1cnccn1,3,-7,-4,12,-1,6,1,-3,1
COc1ccc(C2CC(c3ccc(F)cc3)Nc3nc(N)nn32)cc1 (configuration not stated),9,0,4,-2,-17,4,11,-6,2
CC/C(=N\NC(=O)OC)c1ccc(OC(F)F)cc1,0,2,-2,4,-2,0,6,-1,-3
COCC(=O)Nc1ncc(S(=O)(=O)c2ccc([N+](=O)[O-])cc2)s1,10,4,-5,-8,3,5,12,1,2
CC(=O)Nc1ccc2nc(C)n(Cc3ccc(Cl)cc3)c(=O)c2c1,-4,4,-1,8,.,-6,12,6[fluorescence artefact?],5
O=C(NCc1ccco1)c1ccc2c(c1)C(=O)N(Cc1ccccc1)C2=O,-7,3,8,2,5,-9,12,-4,4
O=C(O)CN1C(=O)NC2NC(=O)NC21 (configuration not stated),2,-5,-6,1,-1,5,12,-4[fluorescence artefact?],3
O=C(NC1=NCCS1)c1ccc([N+](=O)[O-])cc1Cl,-4,-5,-7,18,-14,2,0,1,-2
Cc1ccc(N(CC(=O)N/N=C/c2cc(C)n(-c3ccccc3C)c2C)S(C)(=O)=O)cc1,-9,-4,8,8,1,5,7,-1[fluorescence artefact?],12*
O=C(Nn1c(-c2ccc(Cl)cc2)nc2ccccc2c1=O)c1cccnc1Cl,19[fluorescence artefact?],-12,16,2,-16,0,8,2,1
Cc1nc(C)c(-c2nnc(-c3ccc(C(C)(C)C)cc3)o2)cc1C(=O)NN,1[fluorescence artefact?],-16,4,9,5,3,1,21,-1
Cc1ccc(-n2cc(CN(C)CCc3cn[nH]c3)c(-c3cccc(C)c3)n2)cc1,-14,.,-3,17,3,-1,3,1,0
O=C(Cc1csc(Nc2nc(=S)[nH]c3ccccc23)n1)NCCCN1CCN(c2cccc(Cl)c2)CC1,7,-14,-5,3,5,1,6,-12,-5
CN(C(=O)COC(=O)C1CCN(S(=O)(=O)c2cccs2)CC1)C1CCS(=O)(=O)C1 (configuration not stated),-15,-30,-6,4,-16,-2,8,-1[fluorescence artefact?],-1
Cc1noc(C)c1Cc1c(Cl)cccc1Cl,-5,6,3,2,5,0,11,3,-1
CN(C)c1ccc(/C=C2\SC(=S)N(Nc3ncc(C(F)(F)F)cc3Cl)C2=O)cc1,-2,25,3,i,-3,-1,14,0,4
CC(C)N(C(=O)CN1C(=O)C(=O)c2ccccc21)c1ccccc1,15,5,0,0,-7,-1,10,3,1
Cc1cc2nc(SCC(=O)Nc3ccccc3C(=O)O)[nH]c2cc1C,19,2,0,-27,0,-2,9,-2,0
COc1ccc2nc(SCC(=O)Nc3ccc4c(c3)CCC4)[nH]c2c1,-24,-21,11,1,-4,0,13,-3[fluorescence artefact?],3
O=C(CCC1CCCC1)NCCCN1CCOCC1,-11,-27,-25,10,-59,3,-2,-3,0
Cc1cccc(NC(=S)NCc2ccc3c(c2)OCO3)c1,-14[fluorescence artefact?],-4,-1,.,-12,8,6,0,-3
COc1ccc(NC(=O)c2cc(F)cc(F)c2)cc1Cl,-2,-2,-3,-4,-9,2,3,1,-3
C=CCNC(=S)Nc1ccc(F)cc1F,-5,-21,10,.,.,4,12,3,5
COc1ccccc1N1CCN(C(=O)C(=O)N/N=C/c2ccccc2F)CC1,-5[fluorescence artefact?],3,-1,13,-4,0,9,7,2
OC1(c2cccc(F)c2)CCN(Cc2ccncc2)CC1,22,5,6,2,0,1,18,-7[fluorescence artefact?],0

Carrying on:
Structure,14-3-3 Bad PPI,hK5 inh,FXIa inh,Rad51 HR inh,Mdm2 ligase inh,p97 inhibitor,FXIIa inh,eIF4E 4G PPI,Wee1 stabilizer
CC(C)Cn1c(-c2ccc(C#N)cc2)nc2c1c(=O)[nH]c(=O)n2CC(C)C,5,-18,-5,4,-5,-2,3,0,36*
CCC1CCCCN1C(=O)CSc1nc2c(c(=O)n(C)c(=O)n2C)n1C (configuration not stated),-6,-1,-4,-15,-9,4,6,-2,-3
CCOC(=O)c1cc2c(C(F)(F)F)cc(-c3ccccc3)nc2o1,-6,-51,1,1,-13,3,8,7,-2
O=C(CSc1nnc(-c2cccs2)n1-c1ccccc1)N1CCOCC1,1,0,-6,-3,-4,1,11,5,-1
CS(=O)(=O)N(CCc1ccccc1)CC(=O)NCc1ccc2c(c1)OCO2,2,-19,-9,0,-77,-2,7,-1[fluorescence artefact?],1
O=C(Nc1cc(Oc2ccc(Cl)cc2)cc([N+](=O)[O-])c1)c1ccco1,-13[fluorescence artefact?],-3,-1,.,-9,3,7,4,-1
O=C1/C(=C/c2coc3ccc(O)cc3c2=O)SC(=S)N1c1ccccc1,67,0,3,-16,.,9,11,1,0
Cc1ccc(S(=O)(=O)/C(C#N)=C/c2c[nH]c3ccccc23)cc1,8,-4,-5,-3,-25,1,5,10,2
CCc1nnc(SCCSc2nnc(CC)n2N)n1N,-9[fluorescence artefact?],-5,5,-7,-3,-2,22,3[fluorescence artefact?],2
O=C1NC(=O)C2(CCc3ccccc32)N1 (configuration not stated),9,4,-25,8,-2,-6,6,-3,-1
COc1cccc(CN2CCNC(=O)C2CC(=O)N(C)Cc2cnccn2)c1OC (configuration not stated),-10,-5,0,18,2,3,4,4,-2
COC(=O)CN(c1ccc2c(c1)OCO2)S(C)(=O)=O,6,-25,3,4,-11,4,3,3,0
CCCCNC(=O)c1cn(-c2ccc(OCC)cc2)c(=O)c2cc(OC)c(OC)cc12,5,-15,3,8,-17,-1,14,-6,-2
C=CCN(CC=C)S(=O)(=O)c1ccc(C(=O)Nc2nc3c(s2)CCc2ccccc2-3)cc1,-1,-9,-4,18,-10,0,-4,1,-3
Cc1sc2ncn(-n3c(C)ccc3C)c(=O)c2c1C,-10,-7,-6,5,-4,-2,14,6,1
Cc1cccc(OC2CCN(Cc3nc(CC4CC4)no3)CC2)c1,0,.,-1,.,-13,1,4,6,1
COc1ccc2c(c1)C(=O)[C@H](O)[C@@H](c1ccc(OC)c(Br)c1)O2,-2[fluorescence artefact?],-14,-3,-4,.,6,5,-7,3
NNC(=O)CC12CC3CC(C1)CC(n1ncnn1)(C3)C2,0,3,5,6,0,3,5,4[fluorescence artefact?],2
Cc1ccc(NS(=O)(=O)c2ccc(CCC(=O)N3CCCC3)cc2)cc1,-1,6,6,-10,-6,-6,12,-1,0
CCOC(=O)N=Nc1c(O)n(Cc2ccccc2)c2ccccc12,-5,.,1,.,-18,3,9,-1,6
COc1ccccc1CNC(=O)/C=C/c1ccc(Br)o1,9,-20,6,6,-30,-1,2,10,-2
O=C(CN1C2CCCC1CC(NC(=O)c1ccco1)C2)Nc1ccccc1C(F)(F)F (configuration not stated),9,-23,3,0,-1,2,14,0,5
Cc1ccccc1C1NC(c2ccccc2C)C([N+](=O)[O-])C(C)(C)C1[N+](=O)[O-] (configuration not stated),-1,2,4,24,-8,7,11,4,1
COc1ccc(-c2oc3ncn(CCN4CCOCC4)c(=N)c3c2-c2ccc(OC)cc2)cc1,-5[fluorescence artefact?],4,5,0,-3,11,16,6[fluorescence artefact?],0
C=CCOC(=O)c1[nH]c2c(c1C)C(=O)CC(c1ccco1)C2 (configuration not stated),1,-41,0,-1,1,-5,6,10,0

Structures listed so far that have a cyano group (2):
Structure,14-3-3 Bad PPI,hK5 inh,FXIa inh,Rad51 HR inh,Mdm2 ligase inh,p97 inhibitor,FXIIa inh,eIF4E 4G PPI,Wee1 stabilizer
CC(C)Cn1c(-c2ccc(C#N)cc2)nc2c1c(=O)[nH]c(=O)n2CC(C)C,5,-18,-5,4,-5,-2,3,0,36*
Cc1ccc(S(=O)(=O)/C(C#N)=C/c2c[nH]c3ccccc23)cc1,8,-4,-5,-3,-25,1,5,10,2

More compounds follow.
Structure,14-3-3 Bad PPI,hK5 inh,FXIa inh,Rad51 HR inh,Mdm2 ligase inh,p97 inhibitor,FXIIa inh,eIF4E 4G PPI,Wee1 stabilizer
CN(C(=O)c1sc2nc(N3CCOCC3)c3c(c2c1N)CCCC3)c1ccccc1,-10,1,7,3,-8,-1,10,-5,5
Cc1ccc(Cl)cc1NC(=O)C(NS(=O)(=O)c1cccs1)c1ccccc1 (configuration not stated),-6[fluorescence artefact?],-17,1,5,3,3,7,15,-1
O=C(COc1ccccc1)Nc1ccccc1N1CCN(c2ccccc2)CC1,7,-15,4,-1,-15,-1,1,2,-3
CCOc1ccc(S(=O)(=O)Nc2ccc(S(=O)(=O)N3CCOCC3)cc2)cc1,23,-3,0,14,2,-2,18,-1,-2
O=C(Nc1ccon1)c1cccc(C(F)(F)F)c1,-1,-11,-3,4,-16,3,11,7,5
Cc1cc(Cl)c(S(=O)(=O)Nc2ccc3c(c2)OCCO3)cc1OCC(N)=O,2,-10,2,-4,-32,-5,8,-1,-1
COc1ccc(CNC(=O)C(CCSC)NS(=O)(=O)c2ccccc2F)cc1 (configuration not stated),-23,1,-1,5,-7,4,7,-1,0
Cc1nn(C)c(C)c1CN(C)C(=O)c1cc2nc(-c3ccco3)cc(C(F)(F)F)n2n1,3[fluorescence artefact?],-1,4,0,-5,2,-10,-1,-2
COc1ccc(-c2cc(N)n(S(=O)(=O)c3c(F)c(F)c(F)c(F)c3F)n2)cc1OC,-5,0,-6,12,-22,22*,2,-15,-3
COc1ccccc1/C=C/C=N/n1c(-c2ccc(Cl)cc2)n[nH]c1=S,29,3,9,-14,-1,5,2,3,0
O=C(Nc1cc(F)cc(F)c1)c1ccc(NCCCN2CCCCCC2)c([N+](=O)[O-])c1,-5,-20,-7,-2,-18,3,1,1,-3
O=C(NNC1CC(=O)N(c2ccc(Br)cc2)C1=O)c1cccnc1 (configuration not stated),-21,0,-1,4,24,3,10,2,-1
COc1ccccc1NC(=S)N1CCOCC1,2[fluorescence artefact?],-3,9,7,-7,9,7,5[fluorescence artefact?],3
CCOC(=O)c1ccc2c(c1)nc(COc1ccc3ccccc3c1)n2CC,11,9,-16,-2,5,-4,12,3,2
CCOP(=O)(OCC)c1nc(-c2cccc3ccccc23)oc1NCc1ccc(OC)cc1,-10,-17,-20,1,-20,-6,-19,-2,2
COc1cc(C)c(Cl)cc1S(=O)(=O)NCCCN1CCOCC1,2,-6,-8,-1,-13,3,22,2,-1
O=C(CCCn1c(=O)oc2ccccc21)N1CCN(c2ccc(F)cc2)CC1,0,2,3,13,.,2,8,-3,-1
CCOC(=O)C(C)n1cnc2c1c(=O)[nH]c(=O)n2C (configuration not stated),-4[fluorescence artefact?],-7,7,-1,-2,0,13,-3,2
CC(C)Oc1cccc(C(=O)C2CCCN(Cc3cccn3-c3ccccn3)C2)c1 (configuration not stated),-7,-7,-7,-5,-11,1,3,5,-2
CC(=O)NCCc1ccc(S(=O)(=O)Nc2cccnc2)cc1,9,-9,-8,-2,-17,3,-4,-1,-1
O=S(=O)(c1ccc(F)cc1)n1ccc2cccnc21,-1,9,-12,-8,-13,-4,-2,0,-2
